Compound activity (PubChem BioAssay)
GALR2 blocker: GALR2 (human) receptor antagonism; GALR2-expressing cells, antagonist mode; inhibition, % at 4 µM; 140,000 compounds, 0.39% hits; in the data active means inhibition above about 27%;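 further: cells stimulated with galanin 1-16 at roughly its EC80; 0% = agonist challenge control and 100% = basal control without agonist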
Target sequence (O43603 whole entry, looked up): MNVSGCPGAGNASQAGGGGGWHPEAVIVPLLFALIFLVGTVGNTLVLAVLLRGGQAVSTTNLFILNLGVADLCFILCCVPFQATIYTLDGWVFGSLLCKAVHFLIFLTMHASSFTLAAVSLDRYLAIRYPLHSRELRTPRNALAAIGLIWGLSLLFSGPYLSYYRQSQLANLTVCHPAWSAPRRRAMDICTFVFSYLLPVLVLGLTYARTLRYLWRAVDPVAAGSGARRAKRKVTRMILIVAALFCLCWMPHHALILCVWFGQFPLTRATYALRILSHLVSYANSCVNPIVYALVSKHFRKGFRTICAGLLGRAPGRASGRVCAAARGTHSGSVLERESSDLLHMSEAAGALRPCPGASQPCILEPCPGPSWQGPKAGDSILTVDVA
PTEN del growth: PTEN-deleted cell growth suppression. viability, % at 10 µM. HCT116 PTEN-null viability, CellTiter-Glo, 60 h; hits give low values. 140,000 compounds, 1.2% hits;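 active means viability at or below a set limit, 4 SD under the median of all tested compounds, cut at about 3.7% in these data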;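 further: PTEN knockout HCT116 line with beta catenin targeted HCT116 as companion control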
Phagocytosis inh: macrophage phagocytosis inhibition. 110,000 compounds, 0.07% hits. J774A.1 macrophage IgG-bead phagocytosis, imaging. AID 1029. inhibition, % at 5 µM;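 active means inhibition above the mean of the plate negative controls plus 5 SD, cut at about 13% in these data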;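 further: phagocytic index as fraction of beads internalized from green versus red external bead signal; plate controls were DMSO negative control for no effect and cytochalasin-D positive control for full effect; some results beyond the cut were filed as inactive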
E-sel TNF inh: blocks E-selectin expression induced by TNF alpha; HUVEC TNFa-induced E-selectin immunofluorescence, high content; inhibition, % at 2 µM; 120,000 compounds, 0.71% hits;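 active means inhibition above the batch mean plus 3 SD, and confirmed as a hit on visual image review, cut at about 43% in these data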;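 further: 0% = TNF-stimulated DMSO wells and 100% = unstimulated control wells; not every result past the cut was called active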
NPY Y2 blocker: NPY-Y2 (human) receptor antagonism | AID 793 | NPY-Y2 expressing cells, antagonist mode | inhibition, % at 2.7 µM | 140,000 compounds, 0.99% hits | P49146; in the data active means inhibition above about 17%;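 further: 0% = vehicle with agonist challenge and 100% = reference antagonist with challenge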
Target sequence (P49146 whole entry, looked up): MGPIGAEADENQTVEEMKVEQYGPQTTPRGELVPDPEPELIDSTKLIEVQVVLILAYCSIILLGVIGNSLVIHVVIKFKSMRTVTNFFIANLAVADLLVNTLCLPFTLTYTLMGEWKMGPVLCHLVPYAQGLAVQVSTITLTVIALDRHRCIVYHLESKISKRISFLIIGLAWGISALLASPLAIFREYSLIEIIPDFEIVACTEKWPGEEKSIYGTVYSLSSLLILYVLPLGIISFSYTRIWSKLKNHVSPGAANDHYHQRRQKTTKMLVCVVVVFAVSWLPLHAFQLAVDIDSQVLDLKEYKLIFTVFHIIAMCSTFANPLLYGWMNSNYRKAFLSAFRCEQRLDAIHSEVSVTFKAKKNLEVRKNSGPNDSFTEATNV
Yeast life ext: extends the lifespan of yeast; S. cerevisiae growth with nicotinamide, OD615; deaD strain in restrictive glucose medium; inhibition of the nicotinamide effect, % at 10 µM; 130,000 compounds, 0.68% hits; AID 775;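 active means inhibition above a set limit, placed 3 SD over the median of all compounds, cut at about 26% in these data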;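 further: 0% = nicotinamide-treated wells and 100% = cells grown without nicotinamide; some compounds called inactive have numbers as strong as hits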
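assay system = DeaD-strain S. cerevisiae | buffer or medium = restrictive glucose medium | reagent = 1.5 mM nicotinamide | compound = 10 µM single point, 0.25% DMSO | incubation = 48 h compound exposure at 30 °C, humidified | signal = OD615 measurement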
MRP1 act: activators of MRP-1; H69AR cells + doxorubicin, viability rescue, CellTiter-Glo; viability increase, % at 10 µM; 140,000 compounds, 0.61% hits; AID 799;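 active means viability gain under doxorubicin at or above a set limit, the compound median plus 3 SD, cut at about 4.7% in these data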;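 further: MRP-1 overexpressing cells given doxorubicin 25 µM after compound pretreatment; 18-22 h compound pretreatment then 72 h with doxorubicin before readout; 0% = doxorubicin-only wells and 100% = vehicle-treated cells without doxorubicin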
Yeast growth inh: reduces growth of yeast BB579 in restrictive medium | inhibition, % at 10 µM | AID 804 | 140,000 compounds, 0.51% hits | S. cerevisiae BB579 growth, OD615, 48 h;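 active means inhibition above a set limit, 3 SD over the mean compound inhibition, cut at about 44% in these data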; further: inactives centre near -24
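Material: Saccharomyces cerevisiae DeaD strain BB579, replicative lifespan model yeast; buffer or medium: CSMM-D restrictive synthetic medium containing dextrose (glucose); compound: 10 µM single dose, DMSO 0.25%; timing: 48 h compound exposure at 30 °C after 4 h preincubation; signal: turbidity as optical density at 615 nm; benchmarks: positive control amphotericin B 10 µg/mL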
Measles CPE: protection of cells from measles virus. Measles virus-infected cells, CPE protection, absorbance. protection (pct of control), % at 4 µM. 140,000 compounds, 1.5% hits. AID 841; in the data active means protection mostly above about 24%, no sharp cut-off; inactive means mostly below about 26%; further: some compounds called inactive have numbers as strong as hits
bCat KO growth: beta-catenin-lacking colon tumor cell growth suppression. HCT116 beta-catenin knockout viability, CellTiter-Glo, 60 h; hits give low values. viability, % at 10 µM. 140,000 compounds, 1.5% hits;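 active means viability at or under a set limit, the compound median less 4 SD, cut at about 6% in these data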;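 further: 0% = Hyamine 1622 control at 20 µM and 100% = untreated cell control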
Active calls of the source: *; x = no result given.

Value order – GALR2 blocker, PTEN del growth, Phagocytosis inh, E-sel TNF inh, NPY Y2 blocker, Yeast life ext, MRP1 act, Yeast growth inh, Measles CPE, bCat KO growth
- COCC(=O)/C=C1\Sc2ccccc2N1C
 : 4, 109, -2, -24, -2, -8, 0.1, -14, 12, 95
- O=C(Nc1ccccc1C(=O)N/N=C/c1ccco1)c1ccc(F)cc1
 : 0, 83, -3, 94*, 2, 7, -2.4, -47, 4, 86
- OC(CNc1nc2ccccc2s1)c1ccccc1 (configuration not stated)
 : 14, 100, -2, -24, -1, -9, -0.5, -24, 6, 96
- CC(C)(C)NC(=O)CN(Cc1cccnc1)C(=O)c1csnn1
 : -4, 108, -2, -5, 1, -17, -1.2, 15, 7, 93
- CC(=O)c1ccc(-n2c(CCC(=O)O)ccc2-c2cccs2)cc1
 : 3, 90, x, -5, 4, -27, -2.7, -37, 19, 76
- CCCn1c(=N)c(C(=O)NCc2ccc3c(c2)OCO3)cc2c(=O)n3cccc(C)c3nc21
 : -12, 16, 0, -1, 2, -20, -4.7, -31, 14, 13
- Cc1cc(C)nc(N2CCCC(C(=O)NCCc3cccc(F)c3)C2)n1 (configuration not stated)
 : 5, 88, 0, 18, 1, -12, -0.7, -51, 9, 88
- CCc1cccc(CC)c1NC(=O)C1SC(=Nc2ccccc2C)C(c2nc3ccccc3s2)=C1N (configuration not stated)
 : 22, 46, -2, -1, 2, -1, -2.0, -75, 3, 53
- CCCNC(=O)COC(=O)c1cc2c(=O)n3ccccc3nc2s1
 : 3, 97, -2, 27, 1, 2, -0.5, -8, 4, 90
- COc1ccc(CN(C(=O)c2nsc(Cl)c2Cl)C(C(=O)NC2CCCCC2)c2ccc(OC)cc2)cc1 (configuration not stated)
 : -1, 36, x, -25, 17, -8, -2.8, -67, 18, 37
- O=C(/C=C/c1ccccn1)c1ccc(Br)cc1O
 : -8, 63, 2, x, 2, 24, -1.2, -39, 3, 64
- COc1cc(/C=C2\C(=O)N(C)C(=S)N2C)ccc1O
 : 13, 86, 4, x, 1, -6, -3.4, -14, 9, 76
- CCC(C)n1c(SCC(=O)Nc2cc(C(C)(C)C)nn2-c2ccccc2)nc2ccccc2c1=O (configuration not stated)
 : 5, 48, -2, x, 1, 11, 0.9, -11, 11, 47
- CC(=O)NC1(c2ccc(F)cc2)CCN(C(=O)Nc2ccc(F)cc2F)CC1
 : 9, 97, x, -2, 1, -2, -1.2, -16, 4, 94
- O=C(NCCCN1CCOCC1)C1COc2ccccc2O1 (configuration not stated)
 : 1, 98, 3, 13, 1, -7, -0.7, -67, 2, 95
- CCc1nn(CCCC(=O)N2CCc3ccccc3C2)c(=O)c2cc3occc3n12
 : 5, 105, 4, 31, 6, -10, -0.9, -93, 21, 110
- CC(C)(C)n1nnnc1CN1CCC(NC(=O)NC2CCCCC2)CC1
 : -17, 98, 0, -11, 3, -1, -0.2, 28, 22, 93
- O=C1CC(=O)N(CCc2ccccc2)C(=O)N1CCc1ccccc1
 : -8, 102, 1, -18, 2, 2, 0.4, -25, 5, 97
- Cc1ccc(SC(C)C(=O)Nc2ncn[nH]2)cc1 (configuration not stated)
 : 4, 101, x, -16, 1, 2, 0.3, -66, 8, 95
- Cc1ccc(O)c(NC(=O)C2CC(c3ccc(F)cc3)=NO2)c1 (configuration not stated)
 : -3, 97, 0, -2, -3, -4, -2.4, -14, 14, 88

More compounds:
SMILES	GALR2 blocker	PTEN del growth	Phagocytosis inh	E-sel TNF inh	NPY Y2 blocker	Yeast life ext	MRP1 act	Yeast growth inh	Measles CPE	bCat KO growth
CC/C(O)=C1\C(=O)CC(c2ccccc2)CC1=NCCC(=O)O (configuration not stated)	3	102	-13	x	1	10	1.6	4	13	98
OC(CNC1CCCc2ccccc21)COc1c(Cl)cccc1Cl (configuration not stated)	-2	32	-1	-15	12	10	-5.2	-26	21	23
COc1ccc(-c2nnc(SC(C(=O)c3c[nH]c4ccccc34)c3ccccc3)n2N)cc1OC (configuration not stated)	-1	69	2	8	8	-3	-1.5	-20	5	73
Cc1ccc(NC2=C(C(=O)c3ccccc3)N(C)S(=O)(=O)c3ccccc32)cc1	-4	79	x	19	4	-4	-1.7	-33	3	79
O=C(CSc1nnc(COc2ccccc2)n1Cc1ccco1)NCc1ccco1	-7	97	0	-4	1	-6	-1.0	-41	4	93
COc1ccc(/C(N)=N/OC(=O)c2cc(-c3ccccc3)nc3ccccc23)cc1	14	80	x	25	0	-23	-2.6	-39	4	86
Cc1cc(C)n(-c2ccc(C(=O)OCC(=O)NCc3ccco3)cc2)n1	14	90	-1	0	4	-2	-1.5	-14	35	92
c1cncc(-c2nnc(-c3ccco3)o2)c1	5	98	0	-1	3	-14	-0.1	-19	27	96
COc1ccc(/C=N/NC(=O)c2ccc(N(C)S(=O)(=O)c3ccccc3)cc2)cc1OC	8	88	x	x	5	1	0.9	-14	x	95
CCOC(=O)c1cccc(NC(=O)Cn2cnc3c2c(=O)n(C)c(=O)n3C)c1	-16	91	x	-9	1	-13	0.2	-54	7	93
Cc1ccc(C(=O)Nc2nnc(-c3ccc(C(C)(C)C)cc3)s2)cc1	6	99	1	x	-2	3	-2.0	-3	8	97
CCOC(=O)N1CCN(c2c(Nc3cc(C)[nH]n3)c(=O)c2=O)CC1	6	98	0	-11	0	-3	-0.9	14	7	101
CCn1c(=O)c([N+](=O)[O-])c(NCCc2ccc(OC)c(OC)c2)c2ccccc21	10	88	x	x	6	6	1.7	-49	21	86
CCNC(=S)NNC(=O)c1cc(C)nc2ccccc12	-2	92	-5	x	1	4	1.2	-29	x	95
CC1CC(C)CN(CCCNC(=O)Cn2ncn3cccc3c2=O)C1 (configuration not stated)	-8	96	x	-1	4	-5	0.2	-24	18	98
CC(=O)N(C)c1ccc(NC(=O)c2ccccc2C(=O)O)cc1	-2	97	1	5	0	0	-0.7	-44	4	96
CC1CC(C)CN(c2ncc3c(n2)CC(c2ccc(Cl)cc2)CC3=O)C1 (configuration not stated)	4	97	-1	x	2	-9	-1.7	-4	3	92
CCCNCCC(c1ccco1)c1ccccc1OC (configuration not stated)	0	62	x	-1	5	-7	-2.9	-11	18	60
Cc1cccc(OCCSc2ncnc3nc[nH]c23)c1	8	88	x	24	0	-32	-0.5	-3	35	83
CC(C)CNC(=O)c1ccccc1NC(=O)CCSc1ccccc1	3	89	-12	x	2	-7	-2.1	-15	4	84
COc1cc2cc(C)nc(Cc3cccc4ccccc34)c2cc1OC	-2	45	x	22	16	-7	-3.3	19	11	45
O=S(=O)(Nc1ccc(F)cc1)N1CCCCCC1	-4	96	-3	-5	2	-6	-1.6	0	12	91
NS(=O)(=O)c1ccc(N/N=C/c2cn(-c3ccccc3)nc2-c2cccs2)cc1	21	28	-7	-3	-2	-3	-4.9	-33	12	47
COc1ccccc1NC(=O)CCN1C(=O)C2CC=C(Cl)CC2C1=O (configuration not stated)	12	110	x	-27	-1	-7	-0.6	-8	21	97
CCOc1ccc2c(=O)c(Oc3ccccc3OCC)coc2c1	-5	93	3	6	3	-6	-1.5	-14	3	96
CC1CCCC(NC(=O)COC(=O)CSc2ccc3ccccc3c2)C1C (configuration not stated)	-3	99	0	15	19*	10	-1.4	-29	10	95
CCOc1ccc(OCC)c(NC(=O)CN(C)S(=O)(=O)c2cccc3nsnc23)c1	0	83	-2	x	0	-4	-2.7	-30	4	81
COC(=O)CC1=C(C)C(=O)CC2C(C)(C)CCCC12C (configuration not stated)	4	99	-1	6	3	4	0.2	-5	5	113
O=C(O)CC1=C(O)C(=O)N(c2ccccc2)C1c1ccccc1 (configuration not stated)	7	100	-3	-30	2	-3	-1.1	12	22	97
CCN(CC)CCN1C(=O)C(=O)/C(=C(/O)c2ccc(OC)cc2)C1c1ccco1 (configuration not stated)	3	98	-2	x	1	-6	-1.7	-14	18	99
O=C(CCc1nc2ccccc2c(=O)[nH]1)OCc1ccc(-c2ccccc2)cc1	19	101	-4	x	3	-4	-1.6	-18	11	101
O=C1C2CC=CCC2C(=O)N1CNc1ccccc1 (configuration not stated)	-15	98	x	-21	1	x	-5.2	-16	28	93
O=C(COc1cccc(Cl)c1)Nc1ccc2c(c1)CCC2	2	96	1	6	11	-5	0.7	-5	4	94

Grouped by structure: those above containing a furan ring, fused or not (seven)
SMILES	GALR2 blocker	PTEN del growth	Phagocytosis inh	E-sel TNF inh	NPY Y2 blocker	Yeast life ext	MRP1 act	Yeast growth inh	Measles CPE	bCat KO growth
O=C(Nc1ccccc1C(=O)N/N=C/c1ccco1)c1ccc(F)cc1	0	83	-3	94*	2	7	-2.4	-47	4	86
CCc1nn(CCCC(=O)N2CCc3ccccc3C2)c(=O)c2cc3occc3n12	5	105	4	31	6	-10	-0.9	-93	21	110
O=C(CSc1nnc(COc2ccccc2)n1Cc1ccco1)NCc1ccco1	-7	97	0	-4	1	-6	-1.0	-41	4	93
Cc1cc(C)n(-c2ccc(C(=O)OCC(=O)NCc3ccco3)cc2)n1	14	90	-1	0	4	-2	-1.5	-14	35	92
c1cncc(-c2nnc(-c3ccco3)o2)c1	5	98	0	-1	3	-14	-0.1	-19	27	96
CCCNCCC(c1ccco1)c1ccccc1OC (configuration not stated)	0	62	x	-1	5	-7	-2.9	-11	18	60
CCN(CC)CCN1C(=O)C(=O)/C(=C(/O)c2ccc(OC)cc2)C1c1ccco1 (configuration not stated)	3	98	-2	x	1	-6	-1.7	-14	18	99
